HGIII-sPLA2 inh: human group III sPLA2 inhibitors, primary screen, biochemical, QFRET, BODIPY PC-A2 liposome substrate; inhibition, % at 12.2 µM; QFRET BODIPY PC-A2 liposome hydrolysis, fluorescence; Group 3 secretory phospholipase A2 (Homo sapiens), Q9NZ20; hit rate 0.56% among 370,000; AID 743126, 2013;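 active means inhibition above mean plus 3 SD of compounds lying within the high and low control bounds, cut at about 19% in these data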;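 further: 0% = median of test compound wells and 100% = no enzyme DMSO wells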
ssDAF-12 act: S. stercoralis DAF-12 nuclear receptor activators, primary screen, cell-based, luminescence, HEK293, GRIP1 co-expression, lit1-tk-luc; Nuclear hormone receptor DAF-12 (Strongyloides stercoralis); HEK293 ssDAF-12/GRIP1 lit1-tk-luc reporter; % of 3 µM dafachronic acid response; activation, % at 6.8 µM; hit rate 1% among 370,000; AID 652126, 2013;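 active means activation above the mean over all tested compounds plus 3 SD, cut at about 0.9% in these data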;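 further: 0% = DMSO-only wells and 100% = 3 µM delta7-dafachronic acid wells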
DAX1 inh-1: DAX1 (NR0B1) inhibitors, primary screen, cell-based, HEK293, Gal4-DAX1, luciferase luminescence. HEK293 Gal4-DAX1 luciferase reporter. hit rate 0.99% among 340,000. Nuclear receptor subfamily 0 group B member 1 (Homo sapiens), P51843. AID 504766, 2011. inhibition, % at 6.75 µM;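 active means inhibition above the mean over all tested compounds plus 3 SD, cut at about 4.2% in these data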;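 further: 0% = DAX1-transfected cells with DMSO and 100% = empty-vector control cells with DMSO; inhibition shows as a rise in luminescence from relieved DAX1 repression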
DAX1 inh-2: DAX1 (NR0B1) inhibitors on StAR promoter, primary screen, cell-based, luminescence, SF-1 (NR5A1), full-length DAX-1; AID 652010, 2013; inhibition, % at 6.8 µM; hit rate 1.1% among 370,000; HEK293T StAR-luciferase reporter, SF-1/DAX-1 repression relief;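 active means inhibition above the mean over all tested compounds plus 3 SD, cut at about 3.6% in these data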;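 further: 0% = DAX-1 cells with DMSO and 100% = cells lacking DAX-1 with DMSO; higher inhibition means more luminescence from relief of DAX-1 repression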
hgDAF12 agonist: H. glycines DAF-12 receptor agonists, primary screen, cell-based, luminescence, HEK293, GAL4 fusion, UAS-luciferase; activation, % at 6.8 µM; hit rate 1.8% among 370,000; AID 687014, 2013; HEK293 GAL4-hgDAF12 UAS-luciferase reporter, agonist luminescence; normalized to butyrate control;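 active means activation above a cutoff set at the mean of all screened compounds plus 3 SD, cut at about 10% in these data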;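 further: 0% = DMSO wells and 100% = sodium butyrate wells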
ADAM10 inh: human ADAM10 inhibitors, primary screen, biochemical, QFRET, HTS. Disintegrin and metalloproteinase domain-containing protein 10 (Homo sapiens), O14672. recombinant ADAM10, EDANS/DABCYL FRET peptide cleavage, 3 h. inhibition, % at 7 µM. hit rate 0.62% among 370,000;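 active means inhibition above a per-campaign cutoff equal to the mean of compounds falling between control-based bounds plus 3 SD, cut at about 20% in these data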;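 further: 0% = DMSO wells while the 100% control is not disclosed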
SMARCA2 act: SMARCA2 (BRM) function activators, primary screen, cell-based, luminescence, high throughput. MG213 cells, MMTV-luciferase reporter, dexamethasone, overnight. activation, % at 9.1 µM. hit rate 1% among 370,000. AID 652017, 2013; in the data active means activation above about 7.8%;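 further: 0% = vehicle wells and 100% = reference activator wells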
hcDAF12 agonist: H. contortus DAF-12 nuclear receptor activators, primary screen, cell-based, luminescence, HEK293, lit1-tk-luc reporter; HEK293 hcDAF-12 lit1-tk-luc reporter; 0% DMSO, 100% Δ7-dafachronic acid; activation, % at 6.8 µM; hit rate 1.4% among 370,000; AID 652067, 2013;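 active means activation above the mean of all tested compounds plus 3 SD, cut at about 5.5% in these data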;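 further: 100% = response to 3 µM Δ7-dafachronic acid high control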
GC-A act: GC-A stimulated cGMP production enhancers – HEK293 GC-A cells, cGMP TR-FRET, EC30 ANP, primary screen; Atrial natriuretic peptide receptor 1 (Homo sapiens), P16066; 0% at EC30 ANP, 100% saturating ANP; activation, % at 10 µM; hit rate 0.14% among 370,000; in the data active means activation above about 40%
Target sequence (P16066 whole entry, looked up): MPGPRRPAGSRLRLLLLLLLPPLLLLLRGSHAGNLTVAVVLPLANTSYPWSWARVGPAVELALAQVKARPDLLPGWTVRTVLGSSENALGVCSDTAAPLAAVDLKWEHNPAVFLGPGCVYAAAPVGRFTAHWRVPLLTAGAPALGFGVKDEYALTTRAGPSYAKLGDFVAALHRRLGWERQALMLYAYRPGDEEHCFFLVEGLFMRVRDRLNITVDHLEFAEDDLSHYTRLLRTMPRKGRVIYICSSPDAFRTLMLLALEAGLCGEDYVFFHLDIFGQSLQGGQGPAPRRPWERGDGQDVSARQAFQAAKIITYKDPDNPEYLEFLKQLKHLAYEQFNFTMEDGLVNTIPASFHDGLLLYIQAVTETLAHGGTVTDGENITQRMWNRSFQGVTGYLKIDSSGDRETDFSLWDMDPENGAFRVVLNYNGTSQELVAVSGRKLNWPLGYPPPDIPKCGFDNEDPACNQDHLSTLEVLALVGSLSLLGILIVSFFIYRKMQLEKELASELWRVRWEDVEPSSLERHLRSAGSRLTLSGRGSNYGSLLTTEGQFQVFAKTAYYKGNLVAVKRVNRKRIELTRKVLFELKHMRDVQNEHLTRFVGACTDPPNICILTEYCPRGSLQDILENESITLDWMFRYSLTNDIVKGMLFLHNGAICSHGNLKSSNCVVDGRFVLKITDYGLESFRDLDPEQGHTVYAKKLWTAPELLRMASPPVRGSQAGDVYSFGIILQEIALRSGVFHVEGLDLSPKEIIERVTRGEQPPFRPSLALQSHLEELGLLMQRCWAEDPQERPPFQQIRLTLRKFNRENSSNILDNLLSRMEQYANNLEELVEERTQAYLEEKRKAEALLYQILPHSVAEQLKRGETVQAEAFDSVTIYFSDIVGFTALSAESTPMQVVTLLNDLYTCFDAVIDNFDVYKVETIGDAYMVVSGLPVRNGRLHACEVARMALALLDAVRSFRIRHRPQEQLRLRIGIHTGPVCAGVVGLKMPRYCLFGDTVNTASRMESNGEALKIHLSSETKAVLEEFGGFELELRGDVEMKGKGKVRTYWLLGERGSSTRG
GC-B act: human GC-B receptor activators, primary screen, HEK293 GC-B cells, cGMP TR-FRET, EC30 CNP. hit rate 0.11% among 370,000. activation, % at 10 µM. AID 1920062, 2024. 0% at EC30 CNP, 100% saturating CNP;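 active means activation at 10 µM reaching about 35% in either raw or pattern-adjusted values, limit read from the data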
GAA850 FXN act: FXN promoter activators, primary screen, cell-based, luciferase luminescence, HEK293 lucGAA850; HEK293 lucGAA850 FXN promoter luciferase reporter, 24 h; percent of 10 µM SAHA response; hit rate 0.56% among 360,000; AID 540364, 2011; activation, % at 6 µM;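 active means activation above the average of all compounds screened plus 3 SD, cutoff fixed separately per campaign, cut at about 7.5% in these data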;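 further: 0% = DMSO wells and 100% = 10 µM SAHA wells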
* marks the source's active call; other numbers are inactive results; i = inactive; x = no result given.

smiles	HGIII-sPLA2 inh	ssDAF-12 act	DAX1 inh-1	DAX1 inh-2	hgDAF12 agonist	ADAM10 inh	SMARCA2 act	hcDAF12 agonist	GC-A act	GC-B act	GAA850 FXN act
Cc1csc(CNc2ncnc3ccc(-c4cccnc4)cc23)c1	-2	-1.6	0.1	-0.1	0.1	-11	0	-1.7	13	17	2.3
CCN(CC(=O)Nc1ccc2c(c1)OCCO2)CC(=O)Nc1ccc(C)c([N+](=O)[O-])c1	6	-1.0	-0.8	0.4	2.0	-6	-4	-0.4	-5	2	1.4
Nc1nonc1-n1nnc(C(=O)N/N=C/c2ccc(Cl)cc2)c1-c1ccc2c(c1)OCO2	-2	-0.5	0.2	0.0	-0.8	-3	-2	0.7	-24	-10	-0.9
C=CCNC(=O)c1ccc(C2SCC(=O)N2Cc2ccco2)cc1 (stereo unspecified)	0	-2.5	1.3	-0.2	0.9	-6	-3	-1.8	-4	-1	0.3
COc1ccc(CCNC(=O)C(=O)NCC2OCCN2S(=O)(=O)c2ccc(OC)c(OC)c2)cc1OC (stereo unspecified)	-7	-1.0	-0.8	-0.7	-3.1	7	3	-2.2	-1	10	1.5
Cc1cc(C(=O)CSc2nc3ccccc3o2)c(C)n1C1CC1	4	-0.8	1.0	1.1	7.8	-7	0	-0.5	1	-6	1.2
CCN(CC(=O)Nc1ccc(NC(C)=O)cc1)C(=O)c1ccccc1SCC(=O)N1CCCC1	3	-0.9	1.2	0.3	-2.3	-11	-1	-0.9	2	0	1.6
O=C(/C(=C/c1ccccc1)n1cncn1)c1ccc(Cl)cc1Cl	-39	-0.1	-0.6	0.6	-0.2	8	5	-2.0	-6	-12	2.8
Cc1ccc(NC(=O)c2cc([N+](=O)[O-])ccc2N2CCCC2)cc1	3	-1.9	0.8	-0.5	1.7	2	-1	-1.0	0	-1	-1.4
O=C(O)CSc1nc2sc3c(c2c(=O)n1-c1ccccc1)CCC3	2	-0.6	0.9	0.0	1.9	-10	-4	1.3	0	4	-0.2
CCOC(=O)CCC(NC(=O)CCC(=O)NC(CCC(=O)OCC)C(=O)OCC)C(=O)OCC (stereo unspecified)	11	-0.9	0.0	0.7	-0.9	-8	-4	-2.1	0	7	2.8
Cn1c(CN2CCOCC2)nc2cc(NC(=O)c3ccccc3Cl)ccc21	3	-1.9	-1.7	-0.1	-2.4	-1	-1	-2.1	0	2	0.3
CC(=O)N1CCC(C(=O)Nc2ccc(S(=O)(=O)N3CCCC(C)C3)cc2)CC1 (stereo unspecified)	-3	-1.1	-0.3	-0.4	0.7	-4	0	-2.1	1	0	-1.3
CCOC(=O)c1c(C)sc2c1N(C(=O)CN(CC)CC)c1ccccc1S2	-11	-0.6	-0.9	-0.1	-1.4	-3	-7	-0.9	-26	-12	-4.7
Cc1nc2ccc(NC(=O)CSc3ccccc3)cc2s1	-14	0.2	0.3	3.1	13*	4	5	3.1	-1	-1	3.9
COc1ccc(C/C(O)=C(\C#N)c2nc3ccccc3[nH]2)cc1OC	3	-0.8	-0.2	0.1	2.0	-5	1	-1.4	4	3	2.4
Cc1ccc(C(C(=O)NC2CCCC2)N(C(=O)CNC(=O)c2cccs2)c2cccnc2)o1 (stereo unspecified)	1	-0.9	1.8	0.2	-1.6	-2	-1	-0.5	-1	0	2.2
O=C(CN1C(=O)CSc2ccc(S(=O)(=O)N3CCCCCC3)cc21)NCCc1ccccc1	-1	-1.2	-1.4	-0.3	0.7	3	-2	0.0	0	-4	0.5
COC(=O)c1cccc2nc3c(C(C)O)cccc3nc12 (stereo unspecified)	11	-0.8	-1.1	-1.3	-0.1	-13	3	0.9	-1	-7	3.5
CCN1C(=O)/C(=C/c2ccc(N3CCCC3)cc2)NC1=S	3	-1.8	-2.0	0.0	2.6	9	-2	0.5	21	24	2.6
O=C(CN1CCN(c2nc(-c3ccccc3)cs2)CC1)Nc1ccc(F)cc1F	-3	-1.3	x	-1.3	-1.0	13	-3	-2.7	-3	-4	x
CCOc1ccc(S(=O)(=O)N(CC(=O)NC2CCCCC2C)Cc2ccco2)cc1 (stereo unspecified)	-8	-1.3	1.0	-0.3	-1.1	5	-2	-0.3	6	6	-1.3
O=C(NCc1cccs1)C1CCCN1S(=O)(=O)c1ccccc1F (stereo unspecified)	1	-1.0	0.8	0.6	-0.3	7	-4	-0.4	-1	-6	-0.2
COc1cccc(C(=O)Nc2ccc3c(C)cc(=O)oc3c2)c1	2	1.0*	1.4	17*	13*	-80	13*	6.1*	-2	0	4.8

One compound at a time (already shown). Screens in order: HGIII-sPLA2 inh	ssDAF-12 act	DAX1 inh-1	DAX1 inh-2	hgDAF12 agonist	ADAM10 inh	SMARCA2 act	hcDAF12 agonist	GC-A act	GC-B act	GAA850 FXN act
Cc1ccc(C(C(=O)NC2CCCC2)N(C(=O)CNC(=O)c2cccs2)c2cccnc2)o1 (stereo unspecified) is entered as 1	-0.9	1.8	0.2	-1.6	-2	-1	-0.5	-1	0	2.2
O=C(NCc1cccs1)C1CCCN1S(=O)(=O)c1ccccc1F (stereo unspecified) is entered as 1	-1.0	0.8	0.6	-0.3	7	-4	-0.4	-1	-6	-0.2

Next records follow:
smiles	HGIII-sPLA2 inh	ssDAF-12 act	DAX1 inh-1	DAX1 inh-2	hgDAF12 agonist	ADAM10 inh	SMARCA2 act	hcDAF12 agonist	GC-A act	GC-B act	GAA850 FXN act
COCc1ccc(C(=O)N2CCCC(Nc3ccc4c(c3)OCCO4)C2)o1 (stereo unspecified)	-22	-0.1	-0.3	-0.5	1.2	6	-2	2.8	-1	3	0.3
O=C(C[C@@H]1C[C@H]2c3cc(NC(=O)NC4CCCCC4)ccc3O[C@H]2[C@H](CO)O1)NC1CCCCC1	0	-0.7	-1.4	-0.1	2.7	-13	-2	-1.5	4	5	-0.4
COc1ccc(S(=O)(=O)n2cnc3ccccc32)cc1	-1	-1.9	1.9	0.2	-0.5	4	1	-0.1	-3	-1	2.9
C/C=C/c1ccc(OCC(=O)N(C)CC(=O)Nc2ccc(F)cc2)c(OC)c1	-19	-0.8	-0.2	0.1	1.6	-8	-2	-0.5	-18	3	-0.4
CCOC(=O)C1CCN(Cc2ccc(OCc3ccccc3)cc2)CC1	-1	-1.2	0.8	-0.3	0.5	2	-3	0.1	4	1	0.1
O=C(O)C1NCCc2ccccc21 (stereo unspecified)	4	0.4	0.0	0.8	1.1	3	-1	4.7	-2	8	0.7
O=C(Oc1ccc2ccc(=O)oc2c1)c1ccco1	-1	-0.5	0.8	-0.4	0.0	i	-1	-1.3	1	-3	-0.5
C=CCn1c(C)cc(C(=O)COC(=O)c2cncc(Br)c2)c1C	2	-1.1	1.0	2.9	7.5	-4	3	1.8	-1	2	3.1
Cc1cc(C)cc(C(=O)OCC(=O)NCc2cccs2)c1	-3	-1.6	2.1	0.2	0.4	11	-2	-3.1	-10	-4	1.0
C[C@H](CO)N1C[C@H](C)[C@@H](CN(C)S(=O)(=O)c2ccc(F)cc2)Oc2c(NC(=O)Nc3ccc4c(c3)OCO4)cccc2C1=O	-20	-1.9	1.0	0.0	-1.1	1	-1	-2.4	2	2	-6.5
Cc1oc(-c2cccc(Cl)c2)nc1CS(=O)(=O)CC(=O)NC1CCCC1	-5	-0.9	-0.1	0.1	-0.1	5	-2	-1.4	4	-1	-0.9
CC1(C(=O)NCc2ccccc2Br)CCN1Cc1ccccc1OC(F)F (stereo unspecified)	-2	-1.5	x	-1.4	-2.3	-9	-5	-2.9	-6	-5	-0.7

Single values from above.
COCc1ccc(C(=O)N2CCCC(Nc3ccc4c(c3)OCCO4)C2)o1 (stereo unspecified) @ GAA850 FXN act = 0.3
CCOC(=O)C1CCN(Cc2ccc(OCc3ccccc3)cc2)CC1 @ ssDAF-12 act = -1.2
Cc1oc(-c2cccc(Cl)c2)nc1CS(=O)(=O)CC(=O)NC1CCCC1 @ GC-A act = 4
C/C=C/c1ccc(OCC(=O)N(C)CC(=O)Nc2ccc(F)cc2)c(OC)c1 @ ADAM10 inh = -8
O=C(Oc1ccc2ccc(=O)oc2c1)c1ccco1 @ ssDAF-12 act = -0.5

(next part)
smiles	HGIII-sPLA2 inh	ssDAF-12 act	DAX1 inh-1	DAX1 inh-2	hgDAF12 agonist	ADAM10 inh	SMARCA2 act	hcDAF12 agonist	GC-A act	GC-B act	GAA850 FXN act
CCOc1ccccc1N(C(=O)c1ccccc1Cl)C1=NC(C)(C)CS1	3	-1.7	-0.8	-0.9	-0.5	5	2	-0.7	-6	2	0.5
CC(=O)c1ccc(OC(=O)CN2C(=O)c3ccccc3C2=O)cc1	4	-0.6	2.2	-0.3	-0.8	10	2	-1.8	-2	-4	0.9
Cn1nc(C(=O)N2CCc3ccccc3C2)c2ccccc2c1=O	0	-0.1	2.2	-1.2	1.8	4	2	0.1	2	-3	-0.2
COc1ccc(NC(=O)CCS(=O)(=O)c2ccc(Cl)cc2)cc1	-4	-1.1	1.6	-0.1	-1.3	9	0	-1.8	3	1	-0.1
COc1ccc(-c2sc3ccc(N4CCOCC4)cc3c2C#CCO)cc1	-11	-2.6	-4.8	-2.3	-8.9	-71	-2	-3.9	-2	-4	-4.5
O=C(c1cccc(NS(=O)(=O)c2cccc([N+](=O)[O-])c2)c1)N1CCOCC1	1	-1.1	-0.6	0.0	-2.0	-1	-4	1.7	4	5	0.3
O=c1cc(-c2ccc([N+](=O)[O-])cc2)nc2cc(-c3ccc(F)cc3)[nH]n12	5	-1.4	0.4	-0.2	1.4	4	-3	0.3	-8	-7	1.9
COc1ccc(CNC(=O)C2(CC3CC(c4ccccc4)=NO3)CCN(C(=O)C3CCCC3)CC2)cc1 (stereo unspecified)	-11	-1.1	0.1	-0.5	-1.6	8	0	-2.8	-4	3	0.0
CCOC(=O)C1=C(CC)NC2=C(C(=O)CCC2)C1c1ccc(OC)c(OC)c1 (stereo unspecified)	0	-0.8	-0.9	0.0	-3.6	-18	1	-1.0	-8	-6	2.5
CCCCC[C@H]1CN(CCCC)C(=O)[C@@H]1CC(=O)NCc1ccc(OC)cc1	5	-1.9	-0.8	0.1	-0.9	8	1	-2.9	-8	-15	-0.8
O=C(NCc1ccncc1)C1CCN(C(=O)c2cccc(Cl)c2)CC1	3	-1.0	1.6	0.0	0.6	-3	2	0.1	0	4	2.8

Assay outcomes: PubChem, several laboratories
